Screening data (PubChem)
APP transl inh: inhibitors of APP translation via 5'UTR reporter, primary screen, APP 5'UTR luciferase, SH-SY5Y cells; SH-SY5Y APP 5'UTR-luciferase reporter, luminescence; 190,000 tested, 0.82% active; inhibition, % at 2 µM;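 active = inhibition above a set limit, derived from the sample mean plus 3 SD, cut at about 45% in these data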; also: values of inactives mirror those of a sister screen read the other way
RAM network inh: inhibitors of the yeast RAM network, primary screen, dse1pr::URA3 reporter, 5-FOA selection. inhibition, % at 50 µM. S. cerevisiae dse1pr::URA3 reporter, 5-FOA growth OD615, 2 d; analog-sensitive cbk1-as2 kinase mutant strain. AID 868, 2007. 190,000 tested, 1.8% active;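 active = inhibition above a set limit, 3 SD over mean compound inhibition, cut at about 8.4% in these data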;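 also: 0% = DMSO-only wells with no growth and 100% = 10 µM 1-NA-PP1 full growth; inhibition rescues growth on 5-FOA so higher OD means more RAM inhibition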
TNAP inh hiacc: human TNAP enzyme inhibitors, primary screen, biochemical, luminescent, high phosphate acceptor level, uHTS. purified TNAP, CDP-star luminescence, 1 M DEA. inhibition, % at 20 µM. 200,000 tested, 0.03% active. AID 1135, 2008;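 active = over 50% inhibition of tissue-nonspecific alkaline phosphatase at 20 µM in the single-dose screen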;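 also: plate controls were DMSO wells for no effect and EDTA-quenched wells as full inhibition for full effect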
Target sequence (P05186 whole entry, looked up): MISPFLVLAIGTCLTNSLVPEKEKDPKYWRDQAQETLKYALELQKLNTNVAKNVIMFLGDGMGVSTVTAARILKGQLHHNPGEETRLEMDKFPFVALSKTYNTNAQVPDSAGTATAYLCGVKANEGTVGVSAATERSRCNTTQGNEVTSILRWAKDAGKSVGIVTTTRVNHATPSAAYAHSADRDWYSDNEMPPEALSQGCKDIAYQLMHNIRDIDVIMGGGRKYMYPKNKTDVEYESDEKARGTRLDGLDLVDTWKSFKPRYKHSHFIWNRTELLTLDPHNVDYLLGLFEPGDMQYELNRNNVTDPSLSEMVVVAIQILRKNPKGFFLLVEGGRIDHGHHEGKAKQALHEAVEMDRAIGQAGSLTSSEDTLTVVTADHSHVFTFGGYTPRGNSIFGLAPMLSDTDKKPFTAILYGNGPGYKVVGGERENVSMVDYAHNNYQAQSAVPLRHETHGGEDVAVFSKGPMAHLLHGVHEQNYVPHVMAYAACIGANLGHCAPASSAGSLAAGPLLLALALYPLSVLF
TNAP inh no acc: human TNAP enzyme inhibitors, primary screen, biochemical, luminescent, no phosphate acceptor, uHTS | inhibition, % at 20 µM | 200,000 tested, 0.26% active | purified TNAP, CDP-star luminescence, 30 min | Alkaline phosphatase, tissue-nonspecific isozyme (Homo sapiens), P05186;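 active = tissue-nonspecific alkaline phosphatase inhibition above about 50% at 20 µM in the single-dose screen, limit read from the data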;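 also: 0% = DMSO negative control and 100% = EDTA positive control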
bIAP inhibitor: bovine intestinal alkaline phosphatase inhibitors, primary screen, selectivity assay for TNAP inhibitor project, biochemical, bovine IAP, CDP-star luminescence. alkaline phosphatase, intestinal [Bos taurus]. purified bovine IAP, 30 min. inhibition, % at 20 µM. 190,000 tested, under 10 active;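 active = over 50% inhibition of intestinal alkaline phosphatase at 20 µM in the single-dose screen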
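Assay system – bovine IAP enzyme · Quantity – bovine IAP at 1/65,000,000 final dilution · Detection – CDP-star luminescence signal · Times – 30 min reaction at room temperature · Also added – CDP-star substrate at 30 µM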
bIAP act: bovine intestinal alkaline phosphatase activators, primary screen, biochemical, bovine IAP, CDP-star luminescence. purified bovine IAP, 30 min; stronger effect = higher value; fold of DMSO-control signal, blank-subtracted. activation factor at 20 µM. 200,000 tested, 0.17% active;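 active = activation factor of 2 or more at 20 µM, a signal rise over negative controls twice the positive control's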
Lmaj promast: Leishmania major promastigote growth inhibition, primary screen; 200,000 tested, 9% active; Leishmania major promastigotes, resazurin fluorescence viability; inhibition, % at 10 µM; in the data active = inhibition above about 50%;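 also: promastigotes grown with compound for 44 hours at 28 °C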
FLuc inh counter: firefly luciferase enzyme inhibitors, primary screen, artefact control for luciferase-based inhibitor screens, biochemical, luminescence, ATPLite. 200,000 tested, 1.5% active. Luciferin 4-monooxygenase (Photinus pyralis), P08659. AID 1006, 2008. inhibition, % at 10 µM. 10 min;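 active = inhibition above about 50% when tested at 10 µM, limit read from the data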
TNAP act hi DEA: TNAP activators at high phosphate acceptor level, primary screen, biochemical, luminescence, uHTS | Alkaline phosphatase, tissue-nonspecific isozyme (Homo sapiens), P05186 | purified TNAP, CDP-star luminescence, 1 M DEA, 30 min; stronger effect = higher value; 0 = EDTA background, 1 = DMSO-only activity | activation factor at 20 µM | AID 1136, 2008 | 200,000 tested, under 10 active;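 active = activation factor at least 2 at 20 µM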
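Assay system: human TNAP; Input: enzyme diluted 1/800 final; Reagent: CDP-star luminogenic substrate at 100 µM final; Timing: 30 min, room temperature; Signal: luminescence; Evaluation: TNAP activation factor scaled between EDTA and DMSO control wells.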
FLuc stim CS: FLuc activators, initial screening, artefact control for FLuc-dependent activation tests, biochemical, ATPlite luminescence | ATPlite luciferase biochemical, 10 min; 0 = ATP-free wells, 1 = DMSO control | activation factor at 10 µM | Luciferin 4-monooxygenase (Photinus pyralis), P08659 | 200,000 tested, under 10 active;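 active = luciferase activation factor, scaled between plate controls, of at least 2 with compound at 10 µM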
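Assay system: Luciferase/luciferin detection reagent, cell-free biochemical luciferase assay / Also added: ATP substrate / Schedule: 10 min at ambient temperature / Measured by: luminescence measurement of luciferase light output / Benchmarks: low control with PBS replacing ATP, high control enzyme plus ATP without compound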
Numbers without * were called inactive; x = not tested or not shown.

SMILES	APP transl inh	RAM network inh	TNAP inh hiacc	TNAP inh no acc	bIAP inhibitor	bIAP act	Lmaj promast	FLuc inh counter	TNAP act hi DEA	FLuc stim CS
O=C(CN1CCN(Cc2ccc3c(c2)OCO3)CC1)c1c[nH]c2ccccc12	3	2.2	-3	-9	8	0.9	86*	-10	1	1.1
COc1ccc(Cl)cc1NC(=S)NNC(=O)c1cccs1	-15	0.1	-8	-154	-30	1.3	-1	-5	1.1	1
O=c1[nH]c(=O)n(CCc2ccc(F)cc2)c(O)c1C=NCc1ccc2c(c1)OCO2	1	5.7	-2	-11	15	0.8	-6	-2	1	1
CC(=O)NCCNC(=O)[C@H](Cc1ccccc1)NC(=O)c1cccs1	2	3.2	-4	8	6	0.9	0	-10	1	1.1
NC(=S)Nc1nc2ccccc2[nH]c1=O	5	2.5	16	71*	x	0.5	28	-6	0.8	1.1
N=c1c(C(=O)NCc2ccc(F)cc2)cc2c(=O)n3ccccc3nc2n1CC1CCCO1 (stereo not given)	10	2.4	4	0	6	0.9	23	-2	1	1
CCOC(=O)N1CCN(C(=S)NC(=O)c2ccc(F)cc2)CC1	-38	-0.4	-5	-10	-9	1.1	-7	-4	1	1
CCS(=O)(=O)Nc1ccc(C2=NN(C(=S)Nc3ccccc3)C(c3ccco3)C2)cc1 (stereo not given)	-9	4.2	-4	-21	1	1	13	-4	1	1
N#C/C(=C(/O)COC(=O)c1ccccc1O)c1nc2ccccc2s1	-1	2.9	2	-1	-24	1.2	-4	2	1	1
O=C(Cn1cccc1)NC1CCCCCC1	10	0.3	0	-3	4	1	8	-7	1	1.1
CCOc1ccc(Br)cc1-c1noc(-c2cccs2)n1	-6	8.8*	0	-4	10	0.9	0	-6	1	1.1
O=C(CSc1nc2ccccc2s1)NNC(=S)Nc1ccc(Br)cc1	-22	3.1	-1	-20	7	0.9	-4	-9	1	1.1
COc1ccc(/C=C/C(=O)c2ccccn2)cc1	-91	-1.3	-2	-2	-24	1.2	22	96*	1	0
Nn1c(SCC(=O)NC2CCCCC2)nnc1C1CC1	-3	1.7	0	-6	3	1	2	0	1	1
CCOCCCNC(=O)c1cc(Sc2ccc(F)cc2)nc2ccccc12	-2	2.3	7	-8	36	0.6	-3	-2	0.9	1
O=C(Cc1coc(-c2ccc(F)cc2)n1)N1CCOCC1	6	0.5	-7	-10	9	0.9	-5	2	1.1	1
Cc1cc(C)n(-c2nnc3n2N=C(c2c[nH]c4ccccc24)CS3)n1	-18	0.4	-5	-13	17	0.8	-3	-3	1.1	1
Cc1cc(C)c(C)c(S(=O)(=O)Nc2ccc(OCC(=O)O)cc2)c1C	4	0.8	-9	19	3	1	2	-3	1.1	1
Cc1ccc(-n2c(SCC(=O)Nc3ccc4c(c3)OCO4)nnc2-c2ccccn2)cc1	10	3.6	-2	-8	14	0.9	0	-9	1	1.1
CN(C)CCCN1C(=O)c2cccc3c([N+](=O)[O-])ccc(c23)C1=O	80*	0.0	-2	-4	-4	1	100*	-1	1	1
O=C(CCCCCN1C(=O)CCC1=O)NCc1ccccc1	0	2.6	-4	-5	-3	1	-5	2	1	1
COc1ccc(S(=O)(=O)N2CCN(CC(=O)Nc3cc(C(F)(F)F)ccc3Cl)CC2)cc1	3	3.1	-7	-10	3	1	-3	-6	1.1	1.1
O=C(Nc1ccc2c(c1)S(=O)(=O)N=C1CCCCCN12)c1ccccc1Cl	1	3.2	-4	-10	-18	1.2	0	7	1	0.9
COCCCNC(=O)/C=C/c1ccc(Cl)cc1Cl	-12	-0.3	-1	-9	2	1	-2	6	1	0.9
Cc1nnnn1CC(=O)Nc1ccccc1[N+](=O)[O-]	-1	0.4	1	-9	-4	1	-5	-4	1	1
COc1ccc2nc(-n3c(C)ccc3C)sc2c1	-4	0.9	-3	-8	7	0.9	-5	8	1	0.9
Cc1nonc1C(=O)N/N=C/c1ccc(O)cc1O	14	0.0	2	-83	-20	1.2	98*	6	1	0.9
CN1/C(=C\C(=O)c2cccc(S(=O)(=O)N3CCCCC3)c2)C(C)(C)c2ccccc21	-3	6.5	4	-1	0	1	99*	-3	1	1
CCOC(=O)c1sc(Nc2ccc(OCC)cc2)nc1C	-15	3.0	-1	-1	1	1	-7	1	1	1
CSc1nnc(C)c(/C=C/Nc2ccc(Cl)cc2)n1	3	-0.9	3	16	18	0.8	-3	-4	1	1
CC(/C=C/c1ccccc1)=N/NC(=O)c1cc([N+](=O)[O-])cc([N+](=O)[O-])c1	39	4.1	0	-12	-8	1.1	83*	-2	1	1
CCOC(=O)Cn1c(=O)c2c(nc(N3CCCCC3)n2C)n(C)c1=O	-8	1.0	-10	-6	-6	1.1	49	-10	1.1	1.1
CCCc1nnc(NC(=S)Nc2ccccc2)s1	-53	3.0	-6	3	41	0.6	-4	-1	1.1	1
CC1SCC(=O)N(CC(=O)Nc2ccc3c(c2)OCCO3)C1=O (stereo not given)	15	0.8	0	-6	-3	1	9	19	1	0.8
CCOc1ccc(NC(=O)CSc2n[nH]c(=O)n2-c2ccccc2)cc1	-9	4.8	-7	-9	8	0.9	-5	-7	1.1	1.1
COc1cccc(NC(=O)Nc2ccc(CC(=O)O)cc2)c1	-13	0.0	1	-5	-4	1	1	26	1	0.7
COc1ccc(-c2nnc(SCc3nnc(-c4ccc(Cl)cc4)o3)n2-c2ccccc2)cc1	-18	3.6	-2	0	-10	1.1	89*	-4	1	1
COc1ccc(C(=O)CN2C(=O)NC3(CCCc4ccccc43)C2=O)cc1OC (stereo not given)	2	0.9	0	-5	19	0.8	10	-9	1	1.1
Cc1cc(C(=O)Nc2nnc(-c3ccccc3)s2)no1	-17	2.6	-6	-4	2	1	3	20	1.1	0.8
CCOc1cc(CNCc2cccnc2)ccc1OCC(=O)NC(C)(C)C	12	0.9	-5	-4	0	1	83*	-9	1.1	1.1
Cc1ccc(SCCC(=O)OCC(=O)Nc2ncc(Cl)cc2Cl)cc1	-12	2.3	-8	-10	11	0.9	-5	-6	1.1	1.1
Nc1nc2c(F)c(F)c(F)cc2s1	-1	1.1	-5	-14	-4	1	-11	-6	1.1	1.1
CCCC(=O)Nc1ccc(NC(=O)c2cccc(OC)c2)nc1	-45	2.2	-1	-5	2	1	-2	31	1	0.7
COc1cccc(-c2csc(N3CCN(CC(=O)NNC(=O)c4ccco4)CC3)n2)c1	-3	1.6	-7	-156	-31	1.3	-3	-5	1.1	1
CCOC(=O)C1CCN(C(=O)/C=C/c2ccccc2)CC1	-86	0.4	-2	-6	-9	1.1	-5	3	1	1
CC(C)COc1ccc(C(=O)OC2CC(C)(C)OCC2CN(C)C)cc1 (stereo not given)	-1	1.1	-4	-5	-7	1.1	30	-4	1	1
O=C(c1ccc(Cn2c(=O)[nH]c3ccccc3c2=O)cc1)N1CCN(c2ccc(F)cc2)CC1	2	4.0	-2	-2	-6	1.1	92*	-2	1	1
Cc1ccc(-c2ccc(S(=O)(=O)NCc3ccco3)cc2)cc1	-5	-0.6	-2	-5	17	0.8	-3	-4	1	1
Cc1ccnc(SCCn2c(N3CCCCC3)nc3c2c(=O)n(C)c(=O)n3C)n1	1	2.0	-7	3	-4	1	0	-9	1.1	1.1
O=C(COC(=O)c1ccccc1Nc1ccccc1)NCc1ccco1	0	2.9	-3	-13	11	0.9	-6	-2	1	1
O=S(=O)(Nc1ccc(N2CCOCC2)cc1)c1ccccc1	-20	0.3	3	-3	-4	1	-1	0	1	1
Cc1ccccc1N1CCN(Cc2c(C#N)c3ccccc3n2C)CC1	8	1.7	-10	-16	12	0.9	10	-6	1.1	1.1
O=C(CSc1nnc(CNc2ccccc2)o1)N1CCCc2ccccc21	-22	0.1	-2	-9	1	1	29	-4	1	1
O=C(Nc1nnc(CCc2ccccc2)s1)C1CCCO1 (stereo not given)	-9	-0.1	-2	-12	3	1	3	-7	1	1.1
COC(=O)Cc1c[nH]c2ccc(OCC(O)CNC(C)C)cc12 (stereo not given)	2	0.4	-4	-12	-5	1.1	-7	-3	1	1

Compounds shown so far that have an NH in an aromatic ring:
SMILES	APP transl inh	RAM network inh	TNAP inh hiacc	TNAP inh no acc	bIAP inhibitor	bIAP act	Lmaj promast	FLuc inh counter	TNAP act hi DEA	FLuc stim CS
O=C(CN1CCN(Cc2ccc3c(c2)OCO3)CC1)c1c[nH]c2ccccc12	3	2.2	-3	-9	8	0.9	86*	-10	1	1.1
O=c1[nH]c(=O)n(CCc2ccc(F)cc2)c(O)c1C=NCc1ccc2c(c1)OCO2	1	5.7	-2	-11	15	0.8	-6	-2	1	1
NC(=S)Nc1nc2ccccc2[nH]c1=O	5	2.5	16	71*	x	0.5	28	-6	0.8	1.1
Cc1cc(C)n(-c2nnc3n2N=C(c2c[nH]c4ccccc24)CS3)n1	-18	0.4	-5	-13	17	0.8	-3	-3	1.1	1
CCOc1ccc(NC(=O)CSc2n[nH]c(=O)n2-c2ccccc2)cc1	-9	4.8	-7	-9	8	0.9	-5	-7	1.1	1.1
O=C(c1ccc(Cn2c(=O)[nH]c3ccccc3c2=O)cc1)N1CCN(c2ccc(F)cc2)CC1	2	4.0	-2	-2	-6	1.1	92*	-2	1	1
COC(=O)Cc1c[nH]c2ccc(OCC(O)CNC(C)C)cc12 (stereo not given)	2	0.4	-4	-12	-5	1.1	-7	-3	1	1
